# Measles CPE – protection of cells from measles virus; protection (pct of control), % at 4 µM; Measles virus-infected cells, CPE protection, absorbance; AID 841; hit rate 1.5% among 140,000; in the data active = protection mostly above about 24%, no sharp cut-off; inactive = mostly below about 26%; also: some compounds called inactive have numbers as strong as hits
# Yeast growth inh – chemicals that inhibit yeast BB579 growth in restrictive medium (lifespan-shortening candidates) | hit rate 0.51% among 140,000 | inhibition, % at 10 µM | S. cerevisiae BB579 growth, OD615, 48 h;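 active = inhibition above a set limit, 3 SD over the mean compound inhibition, cut at about 44% in these data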; also: inactives centre near -24
#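 Detection: OD615 turbidity measurement; Material: Saccharomyces cerevisiae DeaD strain BB579, replicative lifespan model yeast; Timing: 48 h exposure, 30 °C; Doses: single 10 µM dose; Medium: CSMM-D restrictive synthetic medium containing dextrose (glucose); Controls: amphotericin B at 10 µg/mL as positive control.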
# HCT116 bCat-KO – beta-catenin-lacking colon tumor cell growth suppression; HCT116 beta-catenin knockout viability, CellTiter-Glo, 60 h; stronger effect = lower value; viability, % at 10 µM; hit rate 1.5% among 140,000;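 active = viability at or under a set limit, the compound median less 4 SD, cut at about 6% in these data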;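 also: 0% = Hyamine 1622 control at 20 µM and 100% = untreated cell control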
# MRP-1 activ – activators of MRP-1. H69AR cells + doxorubicin, viability rescue, CellTiter-Glo. viability increase, % at 10 µM. AID 799. hit rate 0.61% among 140,000;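 active = viability gain under doxorubicin at or above a set limit, the compound median plus 3 SD, cut at about 4.7% in these data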;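 also: MRP-1 overexpressing cells given doxorubicin 25 µM after compound pretreatment; 18-22 h compound pretreatment then 72 h with doxorubicin before readout; 0% = doxorubicin-only wells and 100% = vehicle-treated cells without doxorubicin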
# GALR2 antag – GALR2 (human) receptor antagonism. AID 828. hit rate 0.39% among 140,000. O43603. GALR2-expressing cells, antagonist mode. inhibition, % at 4 µM; in the data active = inhibition above about 27%;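 also: cells stimulated with galanin 1-16 at roughly its EC80; 0% = agonist challenge control and 100% = basal control without agonist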
# Target sequence (O43603 whole entry, looked up): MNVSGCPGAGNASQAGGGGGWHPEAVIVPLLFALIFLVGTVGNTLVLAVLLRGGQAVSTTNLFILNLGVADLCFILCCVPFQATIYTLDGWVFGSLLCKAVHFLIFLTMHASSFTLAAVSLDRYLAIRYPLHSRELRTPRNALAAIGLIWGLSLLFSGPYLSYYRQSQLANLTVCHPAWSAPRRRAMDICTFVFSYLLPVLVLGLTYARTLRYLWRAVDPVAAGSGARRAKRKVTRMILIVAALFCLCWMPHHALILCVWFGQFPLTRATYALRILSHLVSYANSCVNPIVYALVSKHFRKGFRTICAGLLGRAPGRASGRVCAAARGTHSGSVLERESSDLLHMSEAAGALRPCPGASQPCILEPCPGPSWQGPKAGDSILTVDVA
# NPY Y2 blocker – antagonists of human neuropeptide Y receptor Y2; hit rate 0.99% among 140,000; P49146; inhibition, % at 2.7 µM; NPY-Y2 expressing cells, antagonist mode; in the data active = inhibition above about 17%;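 also: 0% = vehicle with agonist challenge and 100% = reference antagonist with challenge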
# Target sequence (P49146 whole entry, looked up): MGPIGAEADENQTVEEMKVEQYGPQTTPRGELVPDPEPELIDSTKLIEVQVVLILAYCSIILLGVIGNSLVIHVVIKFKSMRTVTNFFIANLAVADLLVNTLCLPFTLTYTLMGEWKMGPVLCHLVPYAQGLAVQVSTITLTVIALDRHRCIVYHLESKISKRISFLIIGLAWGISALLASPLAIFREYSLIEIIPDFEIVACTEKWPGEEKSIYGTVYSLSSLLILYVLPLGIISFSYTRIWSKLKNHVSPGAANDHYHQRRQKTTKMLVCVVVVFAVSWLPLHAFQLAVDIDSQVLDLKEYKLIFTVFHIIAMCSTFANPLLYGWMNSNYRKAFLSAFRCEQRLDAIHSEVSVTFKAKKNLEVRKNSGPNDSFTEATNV
# Yeast lifespan up – extends the lifespan of yeast. S. cerevisiae growth with nicotinamide, OD615; deaD strain in restrictive glucose medium. inhibition of the nicotinamide effect, % at 10 µM. hit rate 0.68% among 130,000;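 active = inhibition above a set limit, placed 3 SD over the median of all compounds, cut at about 26% in these data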;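 also: 0% = nicotinamide-treated wells and 100% = cells grown without nicotinamide; some compounds called inactive have numbers as strong as hits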
#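 Assay system: engineered S. cerevisiae DeaD replicative-lifespan strain, galactose-grown log-phase cells; medium: restrictive CSMM-D dextrose medium; also added: nicotinamide, 1.5 mM, co-present with compound; schedule: 48 h compound exposure at 30 °C, humidified; detection: absorbance at 615 nm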
# HCT116 PTEN-null – suppresses growth of cells with PTEN deletion. HCT116 PTEN-null viability, CellTiter-Glo, 60 h; stronger effect = lower value. viability, % at 10 µM. hit rate 1.2% among 140,000. AID 827;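 active = viability at or below a set limit, 4 SD under the median of all tested compounds, cut at about 3.7% in these data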;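 also: PTEN knockout HCT116 line with beta catenin targeted HCT116 as companion control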
# E-sel TNF inh – TNF alpha driven E-selectin expression inhibition | inhibition, % at 2 µM | AID 1246 | hit rate 0.71% among 120,000 | HUVEC TNFa-induced E-selectin immunofluorescence, high content;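 active = inhibition above the batch mean plus 3 SD, and confirmed as a hit on visual image review, cut at about 43% in these data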;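 also: 0% = TNF-stimulated DMSO wells and 100% = unstimulated control wells; not every result past the cut was called active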
# Phagocytosis inh – macrophage phagocytosis inhibition. hit rate 0.07% among 110,000. J774A.1 macrophage IgG-bead phagocytosis, imaging. AID 1029. inhibition, % at 5 µM;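 active = inhibition above the mean of the plate negative controls plus 5 SD, cut at about 13% in these data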;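 also: phagocytic index as fraction of beads internalized from green versus red external bead signal; plate controls were DMSO negative control for no effect and cytochalasin-D positive control for full effect; some results beyond the cut were filed as inactive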
# * hit, by the source's call; / = no result given; & = joins results of further samples.
SMILES,Measles CPE,Yeast growth inh,HCT116 bCat-KO,MRP-1 activ,GALR2 antag,NPY Y2 blocker,Yeast lifespan up,HCT116 PTEN-null,E-sel TNF inh,Phagocytosis inh
CCN(CC)C(=O)CNc1ccc(C(F)(F)F)cc1[N+](=O)[O-],3.4,-6.2,77.0,-1.4,-14.7,8.6,-6.3,88.4,6.7,-8.4
O=S(=O)(c1ccccc1)c1cnn2c(C(F)(F)F)cc(-c3ccccc3)nc12,6.5,-61.8,83.9,-4.1,-2.3,-0.4,-0.1,80.0,-0.6,/
CCC(C)NC(=O)CSc1ccc(Cl)cc1 (centres undefined),6.4,16.2,81.9,-1.4,13.2,6.0,/,99.9,7.7,/
Nc1ccc(C(=O)OCc2nc3c(ccc4ccccc43)[nH]2)cc1,2.6,-26.5,90.0,0.6,0.4,0.7,/,85.9,25.6,/
O=C(COc1nc2ccccc2nc1N1CCOCC1)Nc1cccc(S(=O)(=O)N2CCCCC2)c1,5.5,-26.2,76.8,-2.6,0.7,-0.3,0.9,74.5,11.2,-7.0
CC(C)(CN1CCCCC1)NS(=O)(=O)c1ccc(Cl)cc1,24.9,-30.6,65.7,-0.5,0.0,4.0,-4.0,81.5,-35.3,-0.1
COc1ccc(CCN(Cc2ccc(C(C)C)cc2)S(=O)(=O)c2ccc(S(=O)(=O)N(C)C)cc2)cc1OC,4.0,-35.3,49.4,-4.7,-4.4,2.1,2.6,52.0,-25.4,-9.2
O=C(CN(C(=O)CNS(=O)(=O)c1ccccc1)c1ccc2c(c1)OCCO2)NC1CCCCC1,11.3,-19.9,92.8,-4.4,-19.6,1.1,-15.8,103.3,/,0.9
Cc1nn(-c2ccccc2)c(Oc2ccccc2)c1C=O,6.4,-42.8,72.7,-5.4,-7.6,0.2,8.5,87.2,12.5,0.6
O=C(O)CC12CSc3[nH]c(=O)sc3C1c1ccccc1OC2=O (centres undefined),12.5,-9.9,104.0,-2.6,-4.9,1.3,-9.3,103.3,0.2,0.1
Cc1ccc2[nH]c3c(c2c1)CN(C(=O)CN1CCN(c2ccccc2)CC1)CC3,3.9,-13.6,79.0,-2.0,-5.5,-0.3,-1.0,80.4,-1.2,-0.5
Nn1c(N2CCCCC2)nc2ccccc21,25.5,-7.8,92.4,-1.4,1.0,0.1,3.2,91.4,-11.4,-0.1
CCCc1nnc(SCC(=O)N2C(C)CCCC2C)n1CC1CCCO1 (centres undefined),12.3,-58.9,99.6,-0.6,0.5,-0.7,-11.4,108.8,-2.4,-0.5
CCOC(=O)CC(NS(=O)(=O)Cc1ccccc1)c1ccc(C)cc1 (centres undefined),10.9,-45.6,93.3,-1.1,1.9,2.8,6.2,97.8,/,-2.8
Cn1c(CSCc2ccc(Cl)c(Cl)c2)n[nH]c1=S,6.3,-13.2,92.0,-1.4,-0.6,0.6,-0.2,104.0,/,-1.3
CCOC(=O)Cn1c(=NC(=O)CSC(C)=O)sc2ccccc21,2.2,-21.4,98.5,-2.9,6.6,4.0,-5.7,99.7,3.2,-0.2
CC1(C)CC(=O)C=C(NCC2CCCO2)C1 (centres undefined),12.3,-18.1,103.7,0.2,-9.4,5.3,-9.6,103.2,/,-0.3
COc1cccc(/C=N/n2cnc3ccccc32)c1OC,33.9,-47.5,83.8,-2.4,1.4,4.3,-20.6,95.8&92.9,1.2,-0.8
Cc1ccc(Cn2nnc3c(=O)[nH]c(C4CCN(S(=O)(=O)c5ccccc5)CC4)nc32)cc1,5.2,-3.2,92.4,-2.9,2.2,13.4,-3.2,99.5,/,/
CCn1c(-c2ccccc2)c[nH]c1=S,5.8,-23.3,74.8,-3.3,7.0,-0.6,-2.0,69.0,2.9,0.1
Cc1ccccc1Cn1c(C(=O)OC(C)C)cc2c1ccn2C,9.3,-47.6,71.6,-1.3,-0.7,4.3,-3.5,61.8,-15.7,/
O=C(O)CCn1c(C(=O)O)cc2sccc21,1.0,-18.4,102.4,0.1,-4.5,3.8,-11.8,100.5,10.5,0.7
Cc1ccc(NC(=O)C2C3CC4OC(=O)C2C4C3)cc1Cl (centres undefined),5.1,-15.9,85.6,-3.5,0.8,2.4,-15.6,92.8,10.3,0.4
CC(CCc1ccccc1)NC(=O)c1ccc(Cl)nc1 (centres undefined),5.7,-33.7,79.3,-1.8,16.8,-1.1,-1.1,73.6,14.2,-0.8
COc1ccc2c(c1)O[C@H](c1ccc3c(c1)OCO3)[C@@H](OC(=O)N[C@H](C)C1CCCCC1)C2=O,7.0,-45.2,11.1,-4.8,-17.8,11.9,3.9,1.2*,-17.8,/
CC1CCC2C(=O)N(c3ccc(NC4CCCCC4)c([N+](=O)[O-])c3)C(=O)C2C1 (centres undefined),20.1,-1.3,90.8,-0.4,4.7,-1.3,-0.1,94.0,23.6,/
O=C1C2C3C=CC(C3)C2C(=O)N1CNc1ccccn1 (centres undefined),4.9,20.3,100.8,-1.9,4.7,0.1,-6.8,103.1,33.5,-1.8
O=C(Nc1ccc(F)cc1)c1cc(S(=O)(=O)Nc2ccc(F)cc2)cs1,38.0,-26.9,68.8,-2.9,11.1,-5.0,-5.9,64.4,20.2,/
CC1CN=C(c2cccn2Cc2ccc(F)cc2Cl)O1 (centres undefined),6.4,-58.4,91.4,-3.0,7.7,5.3,-24.4,89.0,-17.9,/
CCN1CCCC1Cn1cnc2c([nH]c3cc(OC)ccc32)c1=O (centres undefined),6.7,-35.0,95.6,-0.9,-8.7,2.0,-3.1,104.9,33.2,-2.3
Cc1cccnc1NC(=O)c1ccc2nc(N)sc2c1,10.2,15.1,93.5,-1.5,-6.7,0.0,-5.1,98.4,9.0,-0.4
COc1ccc(N2C(=O)C3CCCN3C2c2cccs2)cc1 (centres undefined),3.8,-38.9,97.7,-2.0,-4.4,3.3,-2.9,98.4,4.8,-0.4
CCOC(=O)CN(C(=O)CSc1nnc(COc2ccc(OC)cc2)n1C)c1ccccc1,5.5,-23.4,92.4,5.6*,-3.5,0.1,-2.8,89.9,-11.1,-3.9
COc1ccc(C(=O)NNC(=S)NC(=O)c2cc(-c3ccccc3)nc3ccccc23)cc1,2.3,-32.1,55.9,-0.9,0.2,-0.2,-2.6,59.1,7.9,/
Cc1cccc(N/C(N)=N/c2nc(C(F)(F)F)cc(=O)[nH]2)c1C,4.9,-42.7,52.9,-2.9,-4.2,2.5,3.0,28.1,-11.4,-0.4
COC(=O)c1c(NC(=O)c2cccnc2)sc(C)c1C,3.2,-5.3,75.8,-2.5,-5.7,1.5,-17.3,71.5,5.1,-0.1
Cc1nc2c(C(=O)N3CCOCC3)cnn2c(C)c1Cc1ccc(Cl)cc1,13.9,-37.2,89.8,0.2,-5.5,1.1,-9.8,87.0,45.9,/
Cc1csc2nc(=O)c3ccccc3n12,3.4,-24.9,90.1,-1.3,1.0,-0.3,-11.9,98.0,-32.3,-2.6
C=CCn1c(N2CCCC2)nc2c1c(=O)[nH]c(=O)n2C,4.1,-7.1,93.8,-0.7,-15.0,-0.1,-5.3,97.7,21.8,-0.8
O=C(C1CCN(S(=O)(=O)c2ccc(-n3cnnn3)cc2)CC1)N1CCN(c2ccccc2)CC1,10.4,-67.3,96.6,-1.0,-4.4,1.8,-15.5,107.0,-3.0,/
COc1ccc(C(CC(=O)Nc2cc(OC)cc(OC)c2)n2cccc2)cc1 (centres undefined),4.0,-16.9,88.1,-2.7,-5.0,-2.4,-6.3,80.2,2.3,-7.5
CC(C)CCN(C)C1CCN(S(=O)(=O)c2cccc(C(F)(F)F)c2)CC1,15.0,-17.6,89.7,-0.1,-4.8,2.9,-3.8,90.0,-23.6,/
O=C(c1ccccc1)N1CCN=C1c1ccccc1,38.9,-21.8,96.0,-1.6,-4.3,0.7,3.8,103.9,/,/
CCOc1cc(NC(=S)Nc2ccccc2)c(OCC)cc1NC(=O)c1ccc(OC)cc1,12.1,-24.0,105.5,-2.0,5.3,-1.8,-10.7,99.4,-33.2,/
C=CCn1c(-c2ccc(OC)cc2)nc2nc3ccccc3nc21,7.3,-46.6,86.0,-2.8,-4.5,3.4,-12.4,83.5,0.5,-0.4
Cn1nc(C(F)(F)F)c2cc(NC(=O)OCc3ccc(C(C)(C)C)cc3)sc21,4.8,-17.6,80.5,7.1*,-8.6,0.1,-7.3,74.0,5.0,-0.6

# 9 of the compounds above, as tab-separated lines.
SMILES	Measles CPE	Yeast growth inh	HCT116 bCat-KO	MRP-1 activ	GALR2 antag	NPY Y2 blocker	Yeast lifespan up	HCT116 PTEN-null	E-sel TNF inh	Phagocytosis inh
Cc1csc2nc(=O)c3ccccc3n12	3.4	-24.9	90.1	-1.3	1.0	-0.3	-11.9	98.0	-32.3	-2.6
C=CCn1c(N2CCCC2)nc2c1c(=O)[nH]c(=O)n2C	4.1	-7.1	93.8	-0.7	-15.0	-0.1	-5.3	97.7	21.8	-0.8
O=C(C1CCN(S(=O)(=O)c2ccc(-n3cnnn3)cc2)CC1)N1CCN(c2ccccc2)CC1	10.4	-67.3	96.6	-1.0	-4.4	1.8	-15.5	107.0	-3.0	/
COc1ccc(C(CC(=O)Nc2cc(OC)cc(OC)c2)n2cccc2)cc1 (centres undefined)	4.0	-16.9	88.1	-2.7	-5.0	-2.4	-6.3	80.2	2.3	-7.5
CC(C)CCN(C)C1CCN(S(=O)(=O)c2cccc(C(F)(F)F)c2)CC1	15.0	-17.6	89.7	-0.1	-4.8	2.9	-3.8	90.0	-23.6	/
O=C(c1ccccc1)N1CCN=C1c1ccccc1	38.9	-21.8	96.0	-1.6	-4.3	0.7	3.8	103.9	/	/
CCOc1cc(NC(=S)Nc2ccccc2)c(OCC)cc1NC(=O)c1ccc(OC)cc1	12.1	-24.0	105.5	-2.0	5.3	-1.8	-10.7	99.4	-33.2	/
C=CCn1c(-c2ccc(OC)cc2)nc2nc3ccccc3nc21	7.3	-46.6	86.0	-2.8	-4.5	3.4	-12.4	83.5	0.5	-0.4
Cn1nc(C(F)(F)F)c2cc(NC(=O)OCc3ccc(C(C)(C)C)cc3)sc21	4.8	-17.6	80.5	7.1*	-8.6	0.1	-7.3	74.0	5.0	-0.6

# Assay outcomes from PubChem.
